From PubChem
FadD28 binding – inhibitors of Mycobacterium tuberculosis FadD28 bisubstrate binding; 0.22% of 360,000 active; FadD28 bisubstrate probe binding, fluorescence polarization; inhibition, % at 12.5 µM; in the data active = inhibition above about 8.5%, passing the limit was not always enough
BoNT A protease – inhibitors of Botulinum neurotoxin A light chain protease; inhibition, % at 10 µM; multiplex microsphere protease substrate cleavage, flow cytometry; 0.17% of 360,000 active; AID 588499; in the data active = inhibition above about 30%; note: plate controls were buffer without enzyme for full effect and enzyme alone for no effect
PrPC TRFRET – cell surface PrPC inhibition, primary TR-FRET screen. TR-FRET read-out. inhibition, % at 13.8 µM. 0.43% of 370,000 active; in the data active = inhibition above about 24%; note: 0% = median of the test wells and 100% = reference compound wells
CCHF vOTU inh – blocks the CCHF virus ovarian tumor domain protease; CCHFV vOTU protease, Pep-AMC fluorescence; inhibition, % at 11.5 µM; 0.55% of 370,000 active; AID 651958; note: 0% = vehicle wells with enzyme and 100% = no enzyme wells
FBA Mtb inh – Mtb fructose-bisphosphate aldolase inhibition | P9WQA3 | 2.3% of 360,000 active | purified M. tuberculosis FBA, fluorescence read-out | inhibition, % at 1 µM; in the data active = inhibition above about 27%;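 note: 0% = vehicle and 100% = reference inhibitor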
Target sequence (P9WQA3 whole entry, looked up): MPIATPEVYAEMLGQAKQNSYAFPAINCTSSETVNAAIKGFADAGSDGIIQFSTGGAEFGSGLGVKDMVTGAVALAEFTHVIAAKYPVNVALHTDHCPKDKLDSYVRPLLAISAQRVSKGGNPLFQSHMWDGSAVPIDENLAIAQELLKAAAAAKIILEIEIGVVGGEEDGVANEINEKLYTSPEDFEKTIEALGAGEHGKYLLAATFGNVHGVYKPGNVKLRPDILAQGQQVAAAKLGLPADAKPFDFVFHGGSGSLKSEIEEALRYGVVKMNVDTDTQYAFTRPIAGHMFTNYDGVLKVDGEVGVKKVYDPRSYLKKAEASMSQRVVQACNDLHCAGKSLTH
Mtb BioA inh – inhibitors of Mycobacterium tuberculosis BioA enzyme | purified M. tuberculosis BioA enzyme, plate reader | inhibition, % at 9.99 µM | 0.096% of 360,000 active; in the data active = inhibition above about 40%
GDH-TPI inh – counter-screen for M. tuberculosis FBA inhibitors: GDH-TPI coupled enzymes; GDH-TPI coupled enzyme counterscreen, NADH absorbance; inhibition, % at 4.8 µM; 1.2% of 360,000 active;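 note: 0% = DMSO wells and 100% = wells lacking the enzyme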
BoNT F protease – blocks Botulinum neurotoxin F light chain protease; inhibition, % at 10 µM; 0.22% of 360,000 active; Multiplex microsphere protease cleavage assay, flow cytometry; AID 588497; in the data active = inhibition above about 35%, passing the limit was not always enough; note: plate controls were buffer without enzyme for full effect and enzyme alone for no effect
UGM FP inh – inhibitors of M. tuberculosis UDP-galactopyranose mutase; P9WIQ1; purified UGM, fluorescence polarization probe displacement; inhibition, % at 10 µM; 0.06% of 320,000 active; AID 504406; in the data active = inhibition above about 10%, passing the limit was not always enough
Target sequence (P9WIQ1 whole entry, looked up): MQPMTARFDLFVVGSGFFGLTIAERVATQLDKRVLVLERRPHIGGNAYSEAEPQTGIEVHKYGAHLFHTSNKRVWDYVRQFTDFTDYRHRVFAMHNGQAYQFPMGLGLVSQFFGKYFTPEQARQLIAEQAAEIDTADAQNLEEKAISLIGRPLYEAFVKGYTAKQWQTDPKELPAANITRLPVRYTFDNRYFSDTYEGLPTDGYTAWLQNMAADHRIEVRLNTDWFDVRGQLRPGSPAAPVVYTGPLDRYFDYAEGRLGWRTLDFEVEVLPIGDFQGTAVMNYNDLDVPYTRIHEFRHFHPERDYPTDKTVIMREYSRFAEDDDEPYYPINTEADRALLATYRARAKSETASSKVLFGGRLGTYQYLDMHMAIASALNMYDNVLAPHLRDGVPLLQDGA
The depositor's hits bear a star; / = not tested or not shown; & = joins results of further samples. Cut-off read from the data, not from the text of the source, unless noted: active = inhibition above about 30%; inactive = the rest.

SMILES	FadD28 binding	BoNT A protease	PrPC TRFRET	CCHF vOTU inh	FBA Mtb inh	Mtb BioA inh	GDH-TPI inh	BoNT F protease	UGM FP inh
CCOc1cc(C)c(C(C)C)cc1S(=O)(=O)n1cnc(C)c1	-1.2	1.4	14	25	-1	/	6	-4	0.1
CN1CCN(C(=O)C2=C[C@@H](c3ccccc3)C[C@@H](OCc3ccc(CO)cc3)O2)CC1	-4.0	0.2	1	9	-2	2.0&1.0	8	-1	-2.6
Cc1ccc(CCNC(=O)CNC(=S)N(Cc2ccccc2)Cc2cccnc2)cc1	-2.9	1.0	-11	4	-4	/	14	-6	-1.0
c1ccc(OCCOc2ccccc2-c2nnco2)cc1	-0.2	-0.2	-4	3	1	-1.2	-2	11	-0.2
Cc1ccc(N(CCC#N)C(=O)CCl)cc1C	-4.3	0.0	-7	-15	1	0.0	-3	-1	2.7
COc1ccc(CC(=O)OCC(=O)NCc2ccccc2Cl)cc1	-1.2	-0.5	-1	-24	0	/	2	-4	-0.3
CCCCOC(=O)c1nnc(-c2ccc(Cl)cc2)o1	-0.7	-178	2	-6	0	/	-5	/	3.8
Cc1cc(C)cc(OCC(=O)N(Cc2ccccc2)C2CCS(=O)(=O)C2)c1 (configuration not stated)	-1.0	0.5	0	-10	1	0.1	-2	14	-0.3
COc1cc(CNCCC2CCOC(C)(C)C2)ccc1O (configuration not stated)	1.0	0.6	1	3	1	-1.7	2	-5	4.1
Cc1nc(N2N=C(c3ccc(Cl)cc3)CC2c2ccco2)sc1C(=O)N(C)C (configuration not stated)	-0.1	3.7	0	3	11	0.9	21	11	1.2
COc1ccc(-c2nc(CCNS(=O)(=O)c3ccc4c(c3)OCCO4)cs2)cc1	-0.6	-1.7	-55	15	4	-5.1	9	-5	0.5
COC(=O)COc1cccc2c(=O)n(CC(=O)N3CCC(C)CC3)ccc12	-0.7	-0.7	7	-5	0	-0.9	22	1	-2.6
C=C1C(=O)OC2C=C(CO)C3OC3C3OC3(C)CC(OC(=O)/C(=C/C)COC(C)=O)C12 (configuration not stated)	-0.2	0.4	9	5	0	/	4	1	/
COc1ccccc1C(=O)NC(=S)N1CCc2ccccc21	-1.4	-0.3	5	7	-1	/	13	3	-3.0
O=C(Nc1c2c(nn1-c1ccc([N+](=O)[O-])cc1)CS(=O)(=O)C2)C1CC1	-1.5	0.1	-2	-8	1	1.7	8	-1	-0.9
CC(C)(C)C1C/C(=C/c2ccccn2)C(=O)/C(=C/c2ccccn2)C1 (configuration not stated)	-4.1	0.2	/	/	-6	-1.1	3	1	0.4
N#CCCN(Cc1ccccc1)C(=O)Nc1ccc(F)cc1	-3.8	-0.6	9	-3	3	/	4	-6	-4.1
COc1ccc(S(=O)(=O)N2CCc3ccccc32)cc1C(=O)NCCc1ccc(S(N)(=O)=O)cc1	1.4	0.1	-7	3	2	-4.0	-9	6	-1.2
O=C(Nc1ccnn1C1CCN(C2CCCC2)CC1)c1ccccc1Cl	-3.4	1.0	-2	-3	-5	-0.8	-8	4	-5.4
O=C(CCc1nnc2ccc(NCc3ccccc3Cl)nn12)NC1CCCC1	-2.5	1.5	2	14	0	2.0	8	-2	-0.1
C/C(CC(=O)NC1CCCC1)=N\NC(=O)c1ccc([N+](=O)[O-])c(Cl)c1	0.3	0.0	-28	19	-3	/	-3	1	0.7
COc1ccc2nc(C)cc(SCC(=O)N/N=C/c3ccc(O)c(O)c3)c2c1	-2.9	-0.1	-2	13	-2	/	13	-7	-0.9
CC(=O)Nc1ccc(NC(=O)Nc2ccc3c(c2)N(C)C(=O)CS3)cc1	-2.8	-0.1	0	-2	4	/	-2	-15	-4.5
COc1cccc(N2C(=O)CC(N3CCN(c4ccc([N+](=O)[O-])cc4)CC3)C2=O)c1 (configuration not stated)	-3.3	1.6	-14	-5	-4	0.7	15	2	0.3
COc1ccc(N2C(=O)CC(N3CCOCC3)C2=O)cc1 (configuration not stated)	-2.1	-0.1	-2	9	0	-4.1	-3	16	-1.2
O=C(CSc1nc2ccccc2c(=O)n1CCCN1CCOCC1)NCCc1ccccc1	-0.8	/	-9	1	3	-0.8	-1	/	0.1
O=C(Nc1ccc2nc(-c3ccco3)[nH]c2c1)c1cccs1	-0.6	0.5	-10	3	1	20	23	-11	1.4
CCOC(=O)c1cnc2ccc(OCC)cc2c1N1CCN(c2ccccc2)CC1	-1.5	0.5	2	1	0	0.3	9	9	0.0
CCOC(=O)[C@@]12C(=O)C(=O)N[C@]1(c1ccccc1)C1OCCCC12 (some centres not stated)	-1.3	-0.7	-1	9	-2	/	-1	-9	-3.1
O=C(Cn1cccc1)N1CCc2ccccc21	-0.5	-4.5	7	6	2	-1.0	3	-10	0.4
O=C(C1CCN(S(=O)(=O)c2cccs2)CC1)N1CCN(Cc2ccccc2)CC1	-0.5	-0.1	-4	3	2	/	3	-6	-1.8
O=C(Nc1cccc(F)c1)C1CC(=O)N(c2ccc(Br)cc2)C1 (configuration not stated)	-1.1	0.1	5	7	2	13	7	5	0.1
CC1CN(C(=S)Nc2ccccc2F)CC(C)O1 (configuration not stated)	-2.4	-1.8	-5	-8	0	-0.8	-3	-3	-0.1
CC(=C\C(=O)O)/C(=C/c1ccco1)C(=O)O	-10	-1.5	-5	0	5	/	14	1	-2.9
CC(S(=O)(=O)c1ccccc1)S(=O)(=O)c1ccccc1	-3.5	0.1	-5	10	-2	0.5	7	3	/
COc1ccc(C(=O)Cn2cnc3ccccc3c2=O)c(OC)c1	/	-2.5	-2	4	-1	0.0	6	-7	1.4
O=[N+]([O-])c1ccccc1S(=O)(=O)n1cnc2ccccc21	-3.0	-0.5	-2	-13	8	/	4	-1	0.4
CCC(C(=O)OCC(=O)c1ccc2c(c1)NC(=O)CO2)c1ccccc1 (configuration not stated)	-9.5	0.1	3	10	3	4.8	-1	-6	0.5
Cc1ccc(CCNC(=O)C2CC(c3cc(C(F)(F)F)cc(C(F)(F)F)c3)=NO2)cc1 (configuration not stated)	-1.2	0.0	-3	0	3	-0.5	3	-2	0.5
Clc1cccc(-c2nc3ccc(Cl)cn3c2Cc2ccsc2)c1	-1.3	9.7	/	/	3	0.4	/	-3	/
O=C(Nc1ccc(N2CCN(C(=O)c3ccco3)CC2)cc1)C(c1ccccc1)c1ccccc1	-3.5	0.6	7	1	-9	-0.1	8	-76	-4.5
CN1/C(=C\C(=O)Nc2cccnc2)c2ccccc2CC1(C)C	-0.7	3.5	-6	-20	5	1.7	7	18	/
COc1ccc(-n2ncc3c(N4CCC(C(N)=O)CC4)ncnc32)cc1	1.1	-0.9	36*	-10	1	25	11	1	1.5
O=C(NCCN1CCOCC1)c1cn(CCc2ccccc2)nn1	-3.3	0.3	-7	-6	-10	0.4	-9	19	1.4
O=C(N[C@@H]1C/C=C\C[C@@H](CC(=O)N(CCO)Cc2ccccc2)C(=O)NC[C@H](c2ccccc2)OC1=O)OCC1c2ccccc2-c2ccccc21	-0.2	-0.2	10	11	2	-2.9	19	-16	0.4
CC(C)COCc1ccc(O)c2ncccc12	-2.4	-2.8	-2	8	0	/	7	-8	-0.8
CC(C)c1c(Cl)c(O)c(-c2ccccc2)c(=O)n1-c1ccc(F)cc1	-3.1	-3.5	3	12	0	/	-2	-28	1.6
CCC(=O)NS(=O)(=O)c1cccnc1Nc1ccccc1Cl	0.5	0.9	0	6	6	-0.1	-10	4	-0.1
O=C(O)c1c2c(nc3ccc(F)cc13)CCC2	0.0	6.0	/	/	1	11	6	6	0.9
O=C(Nc1cccc(C(F)(F)F)c1)Nn1cnnc1	1.2	-2.7	0	2	4	-0.3	8	-5	-0.4

More structures.
SMILES	FadD28 binding	BoNT A protease	PrPC TRFRET	CCHF vOTU inh	FBA Mtb inh	Mtb BioA inh	GDH-TPI inh	BoNT F protease	UGM FP inh
CC1CCc2nn(CC(=O)NCc3ccc4c(c3)OCO4)cc2C1 (configuration not stated)	0.8	-0.3	0	-2	0	0.5	1	2	3.1
Cc1cccn2c(CNC3CCCc4ccccc43)c(C(=O)N3CCCCC3)nc12 (configuration not stated)	-4.3	-0.7	2	9	-4	/	-2	-8	-1.6
Cc1c(C=C2C(=O)N(C)C(=O)N(C)C2=O)c(=O)n(-c2ccccc2)n1C	0.4	-0.8	2	-6	0	/	10	3	1.0
Cc1ccc(C)c(OCCC(=O)Nc2ccc3c(c2)OCO3)c1	-2.4	-1.2	9	-3	1	-0.4	1	-5	-0.3
Cn1c(=O)c2c(nc(NCc3cccnc3)n2Cc2ccccc2Cl)n(C)c1=O	-1.1	-0.7	-1	-1	0	/	9	1	-2.5
Cc1cc2cc(C(c3nnnn3CC3CCCO3)N3CCCc4ccccc43)c(=O)[nH]c2cc1C (configuration not stated)	-0.1	0.8	-13	7	4	-5.6	34*	-11	/
O=C(O)c1cccc(COCC(F)(F)C(F)F)c1	-0.4	-0.4	-1	-4	0	0.4	-10	5	5.0
C=CCN(c1ccccc1)S(=O)(=O)c1cccc(C(=O)OCC(=O)NCCOC)c1	-0.4	-0.4	3	-5	3	/	14	2	-2.6
O=C(Nc1ccnc(-c2cccnc2)n1)c1ccc(Cl)c(Cl)c1	-4.0	-0.5	-4	-10	2	-1.8	-6	-5	/
CC1(C)CC(=O)C=C(C(=O)N2CCCC(C(=O)c3cc(F)ccc3F)C2)O1 (configuration not stated)	1.2	0.4	-1	-5	4	-2.1	6	5	/
CC(C)(C)OC(=O)N(CC1CCNCC1)C(=O)c1[nH]c(C(F)(F)F)nc1-c1ccccc1	-2.1	-0.3	-1	7	-1	-0.4	/	1	/
CC1(C(=O)NNC(=O)c2cccc([N+](=O)[O-])c2)CC1Br (configuration not stated)	-1.0	0.3	-9	2	6	0.1	10	-2	/
OC(c1ccc(Cl)c(F)c1)c1ncc(-c2ccc(F)cc2)[nH]1 (configuration not stated)	-1.1	-0.3	14	3	5	2.7	-3	-4	/
Cc1ccc(NS(=O)(=O)c2ccc3[nH]c(=O)sc3c2)cc1	0.4	-0.7	4	-2	5	-2.7	7	-3	-0.7
COc1ccc(N/N=C(\C=N\O)C(=O)c2ccc(OC)cc2)cc1	-3.0	-0.5	-1	5	-19	/	3	15	1.8
COc1cccc(CNS(=O)(=O)c2ccc(N3CCCC3=O)cc2)c1	-1.0	2.7	1	-17	-1	-0.3	2	-4	-1.6
CCN(CC)CC1CN(N=Cc2ccc([N+](=O)[O-])o2)C(=O)O1 (configuration not stated)	-4.5	-0.1	-50	10	-2	6.6	8	-4	/
C[C@]12C(=O)N(c3cccc(Cl)c3)C(=O)N1[C@H]1c3ccccc3OC[C@@H]1[C@H]2c1ccccc1	0.3	-0.1	/	/	-2	-3.8	8	-3	0.3
O=C(O)c1cc(NS(=O)(=O)c2ccc(NC3CCCCC3)c([N+](=O)[O-])c2)cc(C(=O)O)c1	-0.5	0.7	-6	8	-3	/	0	-4	0.1
COCCN(Cc1ccccc1)C(=O)C1CCN(C(=O)Nc2ccccc2)CC1	0.5	/	-7	-3	3	2.4	-6	/	3.0
CCOC(=O)CCc1c(C)n[nH]c1C	-2.9	-0.3	-4	-12	0	/	6	-2	0.4
